Screens: PubChem BioAssay, The Scripps Research Institute Molecular Screening Center
SIAE inh: human SIAE inhibitors, primary screen, biochemical, fluorescence polarization, FP-Rh probe, 1536-well HTS. 370,000 compounds, 0.69% hits. SIAE FP-Rh probe binding. inhibition, % at 9.66 µM;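 active means inhibition above a cutoff: mean of compounds within the control limits plus 3 SD of those, cut at about 17% in these data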;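 further: 0% = plate median of compound wells and 100% = probe without SIAE protein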
TCR CD3 inh: inhibitors of human TCR-CD3 interaction, primary screen, biochemical, fluorescence, TAMRA-labeled TCR probe; T-cell receptor (TCR); inhibition, % at 9.4 µM; 360,000 compounds, 0.37% hits; AID 651800, 2012; in the data active means inhibition above about 19%;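 further: recombinant mutant TCR 2C K166C tagged with TAMRA read by polarization; 0% = receptor in buffer alone and 100% = receptor with positive control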
UHRF1 MBD2 ctr: UHRF1 methylated DNA binding inhibitors, primary screen, counter-screen for MBD2 inhibitor project, biochemical, TR-FRET, human UHRF1, single concentration; E3 ubiquitin-protein ligase UHRF1 (Homo sapiens), Q96T88; UHRF1 binding to methylated oligo; inhibition, % at 4.4 µM; 370,000 compounds, 0.75% hits; in the data active means inhibition above about 21%;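 further: UHRF1 SRA domain binding a hemimethylated CpG hairpin DNA probe; 0% = median of test compound wells and 100% = reference inhibitor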
Target sequence (Q96T88 whole entry, looked up, the tested form may be a part): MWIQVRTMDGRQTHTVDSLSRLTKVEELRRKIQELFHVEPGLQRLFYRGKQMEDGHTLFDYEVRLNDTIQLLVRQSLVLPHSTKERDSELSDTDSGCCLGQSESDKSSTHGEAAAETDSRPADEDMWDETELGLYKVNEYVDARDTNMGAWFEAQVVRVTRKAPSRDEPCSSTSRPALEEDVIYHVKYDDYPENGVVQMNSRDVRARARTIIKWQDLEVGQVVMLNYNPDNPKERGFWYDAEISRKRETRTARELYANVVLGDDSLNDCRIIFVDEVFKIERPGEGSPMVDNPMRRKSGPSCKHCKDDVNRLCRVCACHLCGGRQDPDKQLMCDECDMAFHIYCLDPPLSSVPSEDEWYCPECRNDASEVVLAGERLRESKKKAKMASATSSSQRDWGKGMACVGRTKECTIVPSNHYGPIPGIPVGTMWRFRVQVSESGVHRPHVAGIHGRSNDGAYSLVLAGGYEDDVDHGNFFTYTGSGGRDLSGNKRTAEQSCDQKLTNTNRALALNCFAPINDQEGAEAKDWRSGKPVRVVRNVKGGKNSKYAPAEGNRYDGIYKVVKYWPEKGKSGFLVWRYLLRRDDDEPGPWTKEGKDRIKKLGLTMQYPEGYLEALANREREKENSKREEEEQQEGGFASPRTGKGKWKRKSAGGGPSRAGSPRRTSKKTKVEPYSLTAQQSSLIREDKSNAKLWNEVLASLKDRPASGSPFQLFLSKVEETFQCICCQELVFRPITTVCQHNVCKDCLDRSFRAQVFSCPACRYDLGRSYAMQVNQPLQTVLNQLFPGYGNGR
LEDGF integ inh: blockers of LEDGF/p75-dependent integrase strand transfer – biochemical, TR-FRET, high throughput, primary screen | TR-FRET IN-LEDGF/p75 DNA integration, Eu/Cy5 | AID 743269, 2014 | inhibition, % at 3.7 µM | 370,000 compounds, 0.64% hits | HIV-1 integrase (with human LEDGF/p75);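 active means inhibition above the screen-wide mean plus 3 SD, cut at about 13% in these data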;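 further: signal is the Cy5 over europium emission ratio at 671 and 618 nm; 0% = plate median of compound wells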
mABHD4 FP: ABHD4 inhibitors, primary screen, biochemical, fluorescence polarization, mouse | (Lyso)-N-acylphosphatidylethanolamine lipase (Mus musculus), Q8VD66 | purified mABHD4, FP-Rh probe fluorescence polarization | inhibition, % at 8.92 µM | 370,000 compounds, 0.54% hits | AID 720543, 2013;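 active means inhibition exceeding the mean over every tested compound plus 3 SD, cut at about 30% in these data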;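 further: 0% = plate median of compound wells and 100% = S159A mutant with DMSO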
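Assay system: mABHD4 protein; medium: HEPES pH 7.0, NaCl, Pluronic buffer; dosing: 8.92 µM, single dose; schedule: 45 min + 60 min at 25 °C; signal: FP readout, ex 525 nm / em 598 nm; read-out: normalized percent inhibition of probe labeling; repeats: single replicate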
TDP2 inh: human TDP2 enzyme inhibitors, primary screen, biochemical, epi absorbance, recombinant enzyme; Tyrosyl-DNA phosphodiesterase 2 (Homo sapiens), O95551; T5PNP hydrolysis, p-nitrophenol absorbance 415 nm; inhibition, % at 12.8 µM; 370,000 compounds, 0.34% hits; AID 720702, 2013;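 active means inhibition above the mean of all tested compounds plus 3 SD, set per campaign, cut at about 25% in these data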;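 further: 0% = DMSO with enzyme and 100% = buffer with substrate but no TDP2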
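Test system: Human TDP2 enzyme | Reagent: 5 mM T5PNP | Compound dosing: 12.8 µM single point, 1% DMSO | Incubation: Enzyme reaction with compound for 2 h at 37 °C | Technique: p-Nitrophenol epi absorbance | Read-out: % inhibition relative to enzyme-containing and enzyme-free wells | Benchmarks: High control without enzyme, low control DMSO plus TDP2 | Replicates: Singlicate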
Tn7 DDE FP: inhibitors of Tn7 peptide binding to fibrin DD(E), primary screen, biochemical, fluorescence polarization, human fibrin, Tn7 probe; FP displacement of FITC-Tn7 peptide from fibrin DD(E); 0% = median of compound wells per plate; inhibition, % at 8.3 µM; Fibrinogen beta chain (Homo sapiens), P02675; 370,000 compounds, 0.13% hits;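 active means inhibition above the mean of compounds falling within the control limits plus 3 SD of them, cut at about 14% in these data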;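 further: 0% = plate median of compound wells and 100% = 10 µM Aha-Tn7 peptide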
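Assay system: Human clot-derived fibrin DD(E) complex | Buffer or medium: Tris/NaCl/CaCl2 buffer, pH 7.8 | Repeats: One replicate per compound | Benchmarks: Aha-Tn7 high control | Measure: % inhibition scaled between sample-field median and high-control FP | Schedule: 10 min plus 3 h, room temperature | Signal: Fluorescence polarization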
PG9 Ab binder: binders of HIV-1 gp120 antibody PG9, primary screen, biochemical, TR-FRET; HIV-1 gp120 / PG9 antibody interaction; TR-FRET gp120-PG9 antibody binding; inhibition, % at 6.7 µM; 360,000 compounds, 0.43% hits; AID 624416, 2012; in the data active means inhibition above about 8.5%
PRMT1 FP inh: PRMT1 methyltransferase inhibitors, primary screen, biochemical, fluorescence polarization. Protein arginine N-methyltransferase 1 (Homo sapiens), Q99873. recombinant PRMT1, activity-based probe fluorescence polarization. inhibition, % at 2.79 µM. 370,000 compounds, 1.3% hits;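 active means inhibition above about 21% made by adding two undisclosed values, limit read from the data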
HTRA1 inhibitor: HTRA1 serine protease inhibitors, primary screen, biochemical, fluorescence polarization, HTS; inhibition, % at 5.96 µM; recombinant HTRA1, FP-rhodamine activity-based probe; 340,000 compounds, 0.5% hits; in the data active means inhibition above about 36%;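 further: 0% = enzyme with DMSO and 100% = wells lacking enzyme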
Starred values were filed as active, the others as inactive; x = not tested or not shown.

SMILES	LEDGF integ inh	TDP2 inh	SIAE inh	Tn7 DDE FP	PRMT1 FP inh	UHRF1 MBD2 ctr	PG9 Ab binder	mABHD4 FP	TCR CD3 inh	HTRA1 inhibitor
Cc1cccc(-c2nc(CSCC(=O)NCCCN3CCOCC3)c(C)o2)c1	-4	1	-1	1	3	1	1.6	3	-9	-4
CCCCNC(=O)Nc1ccnn1C1CCCCC1	-7	-3	1	-3	-3	-3	-0.3	2	0	5
CCCCCn1c(SCCCC)nc2c1c(=O)[nH]c(=O)n2C	2	-11	6	-1	7	1	-1.4	-3	0	-1
C=COC(=O)NC1CCc2cc(OC)c(OC)c(OC)c2-c2ccc(SC)c(=O)cc21 (centres undefined)	-3	-2	-2	6	-2	2	-0.5	-20	0	-1
O=C(CN1C(=O)NC(c2ccccc2)(c2ccccc2)C1=O)NC1CCS(=O)(=O)C1 (centres undefined)	6	7	-4	-2	-2	-1	-0.6	-3	6	5
COC(=O)c1ccc(/C=N/N2CCN(Cc3ccc(C)cc3C)CC2)cc1	-5	-3	7	4	3	3	0.2	-9	-5	-6
COC(=O)C1=C(C)N(C)C(=NCC2CC2)NC1c1ccccc1C(F)(F)F (centres undefined)	4	-1	-2	-2	4	5	0.3	-9	-8	x
CSc1nnc(-c2ccc(S(=O)(=O)N3CCCC3)cc2)n1C	4	-5	5	-3	-2	3	2.0	-2	2	5
COc1ccccc1Cc1c(-c2ccccc2)nc2c3ccccc3ccn12	0	2	-7	2	-3	5	-0.3	-15	5	x
COc1ccc(N=Nc2cc(C)c(O)c(CN3CCCCC3)c2)cc1	0	-2	5	3	-1	-2	-0.4	4	-4	2
c1ccc(Oc2cccc3cccnc23)nc1	6	-7	9	7	-8	-3	-2.8	-4	0	-5
CCc1cc(C(=O)N(C)CC(=O)Nc2c(Cl)cccc2Cl)sc1C	3	3	-1	-4	0	3	-1.6	10	-2	1
C/C=C1\NC(=O)[C@H](C)NC(=O)[C@@H](NC(=O)[C@H](Cc2ccc(O)cc2)NC(=O)[C@@H](NC(=O)/C(C)=C/C)C(C)C)[C@@H](C)OC(=O)[C@H](CCCc2ccc(O)cc2)NC(=O)[C@@H](CCC(=O)OC)NC1=O	-4	4	7	-2	-1	1	-1.5	1	6	x
Cc1ccc(C)c(NC(=O)CCC(=O)NNC(=O)C(c2ccccc2)c2ccccc2)c1	-2	-20	-2	-5	-1	3	1.3	-3	-2	-2
C#CCSc1nnc(-c2ccc(O)cc2)o1	0	-8	-4	-9	1	3	-3.3	-6	5	-5
COc1cccc(C2c3c(oc4ccccc4c3=O)C(=O)N2CCCN2CCOCC2)c1OC (centres undefined)	4	-2	-3	6	5	50*	-1.8	-2	1	0
Oc1ccc(C2C(c3ccccc3)=NN=C(c3ccc(Cl)cc3)N2O)c(O)c1 (centres undefined)	3	-9	1	-1	8	2	0.2	-23	-23	-11
CCCCn1nc(C(=O)O)ccc1=O	-2	-2	1	9	-3	0	-0.5	2	-2	0
Cc1ccc2c(C)c(C(=O)N3CCCC(C(N)=O)C3)oc2c1C (centres undefined)	2	7	-5	0	0	-2	0.1	1	2	-5
COCCN1C(=O)N[C@@H](c2ccccc2)[C@@H](C(=O)OC)[C@H]1C	-3	6	5	2	0	-1	0.2	1	7	-1
CC12CN3CC(C)(CN(C1)C3c1cc(Br)ccc1O)C2=O (centres undefined)	-1	12	-2	-1	0	2	1.3	-2	6	4
O=C(/C=C/c1ccc(-c2ccc(F)cc2)o1)N1CCCC1	0	2	2	2	-3	0	-1.5	5	4	-4
COc1ccccc1-c1cc(C(=O)N/N=C\c2cn(C)nc2C)c2ccccc2n1	-2	-7	9	0	2	0	-1.8	-17	-3	-16
COc1ccc2c(c1OC)C(=O)OC2Nc1nc(-c2cccc([N+](=O)[O-])c2)cs1 (centres undefined)	-2	-2	1	-7	3	1	-1.4	0	-1	2
CCCN(CCO)C1CCN(CCc2ccccc2)CC1	-4	1	-6	8	-3	-2	-2.5	2	3	7
COCCN1C(=O)CCC1(C)c1nnnn1-c1ccc2ccccc2c1 (centres undefined)	-1	0	-7	-6	3	0	1.1	5	-3	x
CC(C)c1ccc(/C=C/C(=O)NNC(=O)c2cccnc2)cc1	-1	10	3	2	-2	-1	-2.4	12	-4	-5
C=CCN(CC=C)S(=O)(=O)c1ccc(NC(=S)NC(=O)Cc2ccc(OC)cc2)cc1	4	6	-23	2	3	17	2.0	-14	-2	-50
O=c1c2ccccc2nc(SCc2nnc(-c3ccccc3)o2)n1-c1ccccc1	1	4	-1	5	-1	2	1.4	-1	-3	-3
O=C(NCc1ccncc1)/C(=C/c1cccc([N+](=O)[O-])c1)NC(=O)c1ccccc1	-1	11	-5	-1	0	1	2.9	2	-2	0
O=C(Nc1ccccc1)N1CCn2c(nc3ccccc32)C1	1	6	7	-3	0	-3	-0.1	-1	3	3
COc1cccc(OCC(=O)Nc2c3c(nn2-c2ccccc2)CS(=O)(=O)C3)c1	-6	1	1	0	7	-2	-0.3	10	5	11
COC(=O)c1ccc2c(c1)NC(=O)C(N(CC(C)C)CC(C)C)S2 (centres undefined)	-5	6	3	2	0	-2	0.6	0	-1	-4
CCN(C(=O)COC(=O)c1cc(C)n(-c2ccc(F)cc2)c1C)C1CCS(=O)(=O)C1 (centres undefined)	-1	-7	7	3	-1	0	-0.3	3	3	1
Cc1ccc(C23CC4CC(CC(C(=O)NC(C)C(=O)O)(C4)C2)C3)cc1 (centres undefined)	1	0	5	0	-1	3	-0.8	1	0	0
CC(=O)Nc1cccc(-c2ccnc3c2CC(C)(C(=O)Nc2cccc(Oc4ccccc4)c2)O3)c1 (centres undefined)	-1	8	-69	-3	3	1	-0.8	-78	3	x
COCCCNC(=O)CSc1nc2cc(S(=O)(=O)N3CCCCC3)ccc2o1	-3	1	2	0	9	1	1.6	8	-4	1
COc1cccc(-c2cc3nc(NCCOc4ccccc4Cl)n(C)c(=O)c3s2)c1	-3	-2	-52	-1	4	1	-0.7	-16	2	x
COc1ccc(S(=O)(=O)N2CCOCC2)cc1C(=O)NCc1c(C)nn(Cc2ccccc2)c1C	6	2	-4	-8	0	-4	-1.0	-6	5	3
Cc1ccc(N(C(=O)c2ccco2)C2C=CS(=O)(=O)C2)cc1 (centres undefined)	0	-3	4	-1	0	-1	0.6	3	5	-1
O=C(CN1CCC(n2nnc3cc(F)ccc32)CC1)NCCc1ccccc1	-1	-15	-9	-6	0	2	-1.7	-3	9	-1
Cc1ccc(NC(=O)Cn2cnc3sc(C(=O)NCc4ccco4)c(C)c3c2=O)cc1Cl	5	-9	-9	-4	4	-3	-1.1	-8	4	-11
CCOc1ccccc1NC(=O)COC(=O)c1ccccc1SCC(=O)N1CCCC1	2	-8	0	-4	0	5	-0.4	-8	-4	-3
CCN(CC)C(=O)c1cc2c(=O)n3cccc(C)c3nc2s1	1	-1	-4	2	6	-5	1.2	-9	0	5
O=C(CCCCC(=O)Nc1ccccc1Cl)Nc1ccccc1Cl	-2	10	5	-2	-2	4	-1.7	-4	2	2
O=C(NCc1ccccn1)[C@@H]1CCCN1C(=O)[C@@H]1CCCN1C(=O)c1cccc(Cl)c1	2	4	2	-11	-4	-1	0.3	4	-4	x
N#Cc1nc(-c2ccccc2F)oc1NCCc1ccccc1	5	-11	-4	-9	-1	2	-2.7	-2	4	-36
O=C(NN1C(=O)C2C3C=CC(O3)C2C1=O)c1ccccc1 (centres undefined)	0	-12	2	-2	-3	1	-0.7	-2	2	-1
COC(=O)Nc1ccc(S(=O)(=O)N2CCCC(C(=O)NCC3CCCO3)C2)cc1 (centres undefined)	1	7	-9	3	5	-1	-0.2	3	0	2
CCCCCCCCCC(=O)N[C@H](CN1CCOCC1)[C@H](O)c1ccccc1	0	6	-5	9	5	3	-0.7	4	0	2
Cc1ccc(S(=O)(=O)N(C)C)cc1NC(=S)NCc1ccco1	0	3	4	2	-1	-2	2.0	2	-9	-2
Cc1ccc(C(=O)O)cc1N1C(=O)c2cccc3c([N+](=O)[O-])ccc(c23)C1=O	14*	-4	11	1	22*	19	-2.6	17	1	6
Cc1c(C(=O)NCc2ccccc2CN2CCCC2)oc2ccc(F)cc12	3	6	-1	-5	-5	0	-0.8	0	-4	-10
C1=CC2CC1CC2CN1CCN(Cc2ccccc2)CC1 (centres undefined)	1	19	4	-7	1	2	0.8	17	-6	4
COC(=O)[C@]12C[C@H](CC(=O)NCc3ccccc3)C(=O)N(Cc3ccco3)C1=C[C@H](C1CCCC1)O[C@@H]2C	2	-1	4	-5	-4	0	x	-3	x	x
COc1cccc(/C=N\NC(=O)Cn2nnc3ccccc32)c1O	-15	-19	3	4	4	2	0.1	5	-5	x
Cc1ccc(/C=N\NC(=O)C2CN(S(=O)(=O)c3ccccc3)CCN2S(=O)(=O)c2ccccc2)cc1 (centres undefined)	-1	3	-28	1	0	-1	-2.2	-5	-4	-24
Cc1ccc(C(OCC(O)CNC(CO)C(O)c2ccc([N+](=O)[O-])cc2)c2ccccc2)cc1 (centres undefined)	4	9	-4	-1	-1	-2	-0.4	16	6	-9
O=C(COC(=O)c1ccc(S(=O)(=O)Nc2ccccc2)cc1)NC1CCCC1	2	6	6	-6	-1	1	-3.6	-1	6	-4
